Lipid storage S3: qHTS Assay for Lipid Storage Modulators in Drosophila S3 Cells; Drosophila S3 cells, BODIPY lipid droplet fluorescence, 18-24 h; cells fed with added oleic acid; lipid storage change, negative = inhibition, % at the top dose, mostly 46.1 µM; hits show Potency in µM; actives 0.64% (n = 320,000); AID 2685; active = well fitted inhibition curve with a large enough effect in the signal ratio, with a control signal flat, not every such curve was filed as active; inconclusive = small, poorly fitted or top-dose-only effect, or effect the other way, or a change in a side signal; the % refers to the signal ratio
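Drosophila S3 cells got compounds at several concentrations plus oleic acid (400 uM solution). Laser-scanning cytometry with 488 nm excitation read lipid droplets at 500-530 nm and cells at 575-640 nm. Percent activity was relative to 20 uM Triacsin C.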
Lipid storage S3 cell count max: recorded beside Lipid storage S3, whose call it bears; cell number change, %; measured here: cell count max response;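 cells counted by Cell Tracker Red CMTPX staining in the red channel; peak over a dose series mostly up to 46.1 µM; percent activity relative to internal control wells on each plate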
* hit, by the source's call; i = inactive; ? = inconclusive; . = not tested or not shown; [ ] = remark or other dose. % is scaled to controls: 0 for no effect and ±100 for the full control effect; potency is read from the fitted curve at half-maximal effect.

SMILES	Lipid storage S3	Lipid storage S3 cell count max
CN1C[C@@H]2C(c3ccc(Cl)nc3)C3(c4ccc(C#N)cc4)CC2(C3)[C@H]1c1ccccc1 (some centres undefined)	11%	9
Cc1[nH]n(-c2nc(-c3ccc(Cl)cc3)cs2)c(=O)c1N=Nc1ccc(O)cc1	?	.
O=C(c1ccc([N+](=O)[O-])s1)N1CCN(c2ccc(C(F)(F)F)cn2)CC1	?	.
CCOC(=O)c1nonc1NC(C)=O	i	11
CCc1ccc(S(=O)(=O)NCc2cccnc2)cc1	?	.
O=C(/C=C/c1ccccc1)NCCS(=O)(=O)N1CCN(c2ccccc2F)CC1	?	.
CCOc1ccc(NC(N)=O)cc1OCC	?	.
O=C1c2cccc3c([N+](=O)[O-])ccc(c23)C(=O)N1Cc1cccnc1	?	.
CN(CC(=O)N1CCc2ccccc21)S(=O)(=O)c1ccc(Cl)cc1	20%	-2
COc1ccc(OC)c(CN2CCN(C(=O)c3cccc4ccccc34)CC2)c1	?	.
CCOC(=O)C1=C(c2ccccc2)N=c2s/c(=C\c3ccco3)c(=O)n2C1c1cccs1 (centres undefined)	0%	-8
CN(C(=O)CSc1nc(-c2ccc(F)cc2)cs1)C1CCS(=O)(=O)C1 (centres undefined)	?	.
CCOc1cc(C(=O)Nc2cc(OC)cc(OC)c2)ccc1OCC(=O)N1CCOCC1	?	.
CCOc1ccccc1NC(=O)CSc1nnc(CNC(=O)c2ccco2)o1	?	.
CCOC(=O)C1=C(C)N(C)C(=O)NC1c1cccc2ccccc12 (centres undefined)	?	.
CC1(C)C(=O)OC(/C=C\c2cccc([N+](=O)[O-])c2)C(C)(C)C1=O (centres undefined)	?	.
CCOc1ccccc1OCC(=O)Nc1cccc(S(=O)(=O)NC2=NCCCCC2)c1	?	.
CCn1nc(C)c(CN2CCN(Cc3cccc(OC)c3)C(CCO)C2)c1C (centres undefined)	-10%	3
CC(C)(C#N)Nc1ccccc1	11%	-11
CSc1nnc(-c2ccc(F)cc2)o1	1%	12
O=C(COC(=O)c1cc2c(s1)CCCCC2)NC1CCS(=O)(=O)C1 (centres undefined)	?	.
CC(=O)NC(O)C(=O)c1ccccc1 (centres undefined)	7%	-16
CCCCSc1nn[nH]n1	?	.
COc1ccc(S(=O)(=O)NCc2ccccn2)cc1Cl	?	.

The closing 4 records of the part before come first, to join the parts.
SMILES	Lipid storage S3	Lipid storage S3 cell count max
O=C(COC(=O)c1cc2c(s1)CCCCC2)NC1CCS(=O)(=O)C1 (centres undefined)	?	.
CC(=O)NC(O)C(=O)c1ccccc1 (centres undefined)	7%	-16
CCCCSc1nn[nH]n1	?	.
COc1ccc(S(=O)(=O)NCc2ccccn2)cc1Cl	?	.
O=C(COC(=O)/C=C/c1cn(-c2ccccc2)nc1-c1ccc2c(c1)OCCO2)NC1CCS(=O)(=O)C1 (centres undefined)	10%	.
COc1ccc(Oc2c(C(F)(F)F)oc3cc(OCC(=O)O)ccc3c2=O)cc1	-11%	11
Cc1ccc(S(=O)(=O)N2CCC(C(=O)OCC(=O)N(Cc3ccccc3)C(C)(C)C)CC2)cc1C	?	.
COc1ccc(C(=O)Nc2c(Cl)cc(Cl)cc2C(=O)N2CCOCC2)cc1	?	.
CCOC(=O)c1ccc(NC(=O)CSc2nc3ncccc3[nH]2)cc1	?	.
CCOC(=O)C1CN(S(=O)(=O)c2ccc(Cl)cc2)c2cc(S(=O)(=O)CC)ccc2O1 (centres undefined)	?	.
Cc1ccc(NC(=O)c2oc3c(c2C)C(=O)CC(C)(C)C3)cc1	?	.
Cc1ccc(N=Cc2c(O)ccc3ccccc23)cc1F	?	.
Cc1cc(C)c2nc(N(CCCN(C)C)C(=O)c3ccc4c(c3)OCCO4)sc2c1	?	.
Cc1ccc(-c2noc(CN3CCC(C(N)=O)CC3)n2)cc1	7%	0
CCCC(=O)Nc1cc(C)c(NC(=O)c2ccco2)cn1	?	.
O=S(=O)(NN=C1CCCCCC1)c1ccc(Cl)cc1	?	.
C=CCn1c(SCc2c(C)noc2C)nc2sc3c(c2c1=O)CCC(C)C3 (centres undefined)	?	.
O=C(NCc1ccc2c(c1)OCO2)c1c(O)nc2sccn2c1=O	?	.
COCc1[nH]nc2c1C1(C(=O)N(C)c3ccccc31)C(C#N)=C(N)O2 (centres undefined)	?	.
O=C(c1ccc2nc(N3CCOCC3)sc2c1)N1CCCC1	?	.
COc1ccc(/C=N/n2c(SC)nnc2-c2ccccc2)cc1C	?	.
CCOC(=O)c1ccc(NC(=O)CN2C(=O)CSCC2=O)cc1	-7%	0
S=c1[nH]cc(-c2ccc(Cl)cc2)n1-c1ccccc1	?	.
O=S1(=O)OCCC(c2ccccc2)N1Cc1ccccc1 (centres undefined)	14%	6
Cc1ccc(CNc2ccc3c(c2)ncn3C(C)(C)C)cc1	-2%	-3
O=C(O)C1CCN(C(=O)c2ccccc2C(=O)N2CCC(C(=O)O)CC2)CC1	?	.
CN(C)C(=O)c1ccc(NC(=O)c2cc(-c3ccco3)nc3ccccc23)cc1	?	.
COc1cccc(C(=O)NCC(=O)OCC(=O)Nc2cc(OC)c([N+](=O)[O-])cc2C)c1	7%	14

Record cards, as listed above. Screens in order: Lipid storage S3 | Lipid storage S3 cell count max
Profile of CCOC(=O)c1ccc(NC(=O)CN2C(=O)CSCC2=O)cc1 → -7% | 0
Profile of O=C(O)C1CCN(C(=O)c2ccccc2C(=O)N2CCC(C(=O)O)CC2)CC1 → ? | .
Profile of O=C(NCc1ccc2c(c1)OCO2)c1c(O)nc2sccn2c1=O → ? | .
Profile of O=C(c1ccc2nc(N3CCOCC3)sc2c1)N1CCCC1 → ? | .

More records follow.
SMILES	Lipid storage S3	Lipid storage S3 cell count max
C=CCNC(=O)[C@@H]1CSC2c3ccc(OC)c(OC)c3C(=O)N21 (some centres undefined)	?	.
O=C(Cn1c(CSc2ccccc2)nc2ccccc21)Nc1ccccc1	3%	.
CC1CCCCC1NC(=S)Nc1cccc(S(=O)(=O)N(C)C)c1 (centres undefined)	-1%	16
Cc1ccc(C)c(CSc2ccc3nnc(-c4ccccn4)n3n2)c1	?	.
N#CC(C(N)=O)=C1CCCCC1	?	.
O=C(OCC(=O)N1CCCc2ccccc21)c1ccc(S(=O)(=O)C(F)F)cc1	?	.
O=C(CN1C(=O)C2(OCCCO2)c2ccccc21)NCCc1ccccc1	?	.
COc1cc(NC(=O)c2oc3ccccc3c2C)ccc1NC(=O)c1ccco1	?	.
COC(=O)c1ccc(SC)cn1	?	.
O=C(c1cn(-c2ccccc2)nc1-c1cccnc1)N1CCN(S(=O)(=O)c2ccccc2F)CC1	?	.
CC1(C)C2CC=C(/C=N/NC(=O)c3ccccc3O)C1C2 (centres undefined)	?	.
CC(C)CNC(=O)[C@@H]1CSC2c3ccccc3C(=O)N21 (some centres undefined)	4%	-21
CC(C)(C)Cc1nnc(NC(=O)Cc2cccs2)s1	0%	10
O=C(N/N=C\c1cccs1)c1sccc1-n1cccc1	?	.
O=C1CCN(CCc2ccccc2)CCN1[C@H](COc1ccccc1)Cc1ccccc1	i	18
CC1CCN(CCOc2ccc(OCc3ccccc3)cc2)CC1	?	.
COc1ccc2c(c1)[n+](=O)c(C(C)=O)c(C)n2[O-]	?	.
COc1cc(C(c2c(C)[nH][nH]c2=O)c2c(C)[nH][nH]c2=O)cc(OC)c1OC	-11%	0
O=C(OCN1C(=O)c2ccccc2C1=O)c1cc(S(=O)(=O)N2CCOCC2)ccc1F	?	.
O=C(CCn1cccc(C(F)(F)F)c1=O)Nc1cccc(C(F)(F)F)c1	0%	4
CCOC(=O)[C@H]1[C@H]2COc3ccc(OC)cc3[C@@H]2N2C(=O)CN(CC3CCCO3)C(=O)[C@@]12C (some centres undefined)	0%	-7
O=C(NC1CCCCC1)C(c1ccc(F)cc1)N(C(=O)c1cccs1)c1ccc2c(c1)OCO2 (centres undefined)	?	.
COc1cccc(C2=NOC(C(=O)NCCCn3ccnc3)C2)c1 (centres undefined)	i	.
O=C(Nc1cccc(Cl)c1)c1ccc(F)c(S(=O)(=O)NCc2cccs2)c1	?	.
FC(F)(F)c1nc2ccccc2n2c(-c3c(Cl)cccc3Cl)nnc12	-6%	5
Cc1ccc(NS(=O)(=O)c2c(C)nc3sccn3c2=O)c(C)c1	8%	13
Oc1c(CN2CCN(c3ccccn3)CC2)cc(Cl)c2cccnc12	?	.
NC(=O)C1CCN(CC(=O)Nc2nc(-c3ccccc3)cs2)CC1	-15%	3
CC(C)c1ccc(-c2nn[nH]n2)cc1	2%	-18
O=C(O)C1C2CCC(C2)C1C(=O)NCCc1cccc(Cl)c1 (centres undefined)	?	.
CCOc1cc(C(=O)O/N=C(\N)c2ccccn2)cc(OCC)c1OCC	i	-5
CN1C2C=C3C(C#N)=C(N)C(C#N)(C#N)[C@@H](c4ccc(Cl)cc4)[C@@H]3C1CC2 (some centres undefined)	7%	-12
O=C(Cc1ccc(F)cc1)Nc1ccc2[nH]ncc2c1	?	.
O=C(NCc1ccc2c(c1)OCO2)c1cc(S(=O)(=O)N2CCCCC2)ccc1F	?	.
CC1CCC(NC(=O)c2nn(C)c3c2CSc2ccccc2-3)CC1 (centres undefined)	?	.
Cc1ccc(C)c(N2CCN(C(=O)Cc3ccc(-n4c(=O)[nH]c5ccsc5c4=O)cc3)CC2)c1	?	.
O=C(O)c1sc2cccc(Cl)c2c1Cl	-8%	-16
CCCCC(=O)Nc1cccc(NC(=S)NC(=O)Cc2ccccc2)c1	?	.
O=[N+]([O-])c1ccc(-c2nc(-c3ccncc3)no2)cc1	?	.
COc1ccc(OC)c(C(=O)c2ccc(C(=O)Nc3ccccc3)cc2)c1	16%	1
COc1cc(/C=N/NC(=O)c2ccc3nc[nH]c3c2)ccc1O	4%	9
CCOc1ccc(NC(=O)c2cccc(-n3cnnn3)c2)cc1	?	.
COc1ccc(Oc2coc3cc(OC(=O)/C=C/c4ccc(F)cc4)ccc3c2=O)cc1	?	.
CC(=O)N1CCN(S(=O)(=O)c2cccc(C(=O)Nc3nc4c(s3)CCCC4)c2)CC1	?	.
O=C(NC1CCN(C(=S)Nc2ccc(Cl)cc2)CC1)C1CCCCC1	?	.
OCC[C@H]1C[C@H](O)[C@@H](O)[C@]2(Cc3ccccc3O2)O1	?	.
Cc1cc(Nc2cccc([N+](=O)[O-])c2)n2c(nc3ccccc32)c1C#N	?	.
N#CCCCSC1=C(C#N)C(c2ccccc2Cl)CC(=O)N1 (centres undefined)	?	.

Ordered by SMILES length (ascending): some entries from above.
SMILES	Lipid storage S3	Lipid storage S3 cell count max
N#CCCCSC1=C(C#N)C(c2ccccc2Cl)CC(=O)N1 (centres undefined)	?	.
CCCCC(=O)Nc1cccc(NC(=S)NC(=O)Cc2ccccc2)c1	?	.
O=C(NC1CCN(C(=S)Nc2ccc(Cl)cc2)CC1)C1CCCCC1	?	.
COc1ccc(OC)c(C(=O)c2ccc(C(=O)Nc3ccccc3)cc2)c1	16%	1
Cc1cc(Nc2cccc([N+](=O)[O-])c2)n2c(nc3ccccc32)c1C#N	?	.
COc1ccc(Oc2coc3cc(OC(=O)/C=C/c4ccc(F)cc4)ccc3c2=O)cc1	?	.
CC(=O)N1CCN(S(=O)(=O)c2cccc(C(=O)Nc3nc4c(s3)CCCC4)c2)CC1	?	.

More records follow:
SMILES	Lipid storage S3	Lipid storage S3 cell count max
O=C(COC(=O)c1cc(-c2cccc(Br)c2)nc2ccccc12)NCC1CCCO1 (centres undefined)	i	.
COC(=O)c1ccc(NC(=S)N2CCN(C)CC2)cc1	?	.
CCN(CC)P(=O)(Nc1ccc(C)cc1Br)c1ccc(N(C)C)cc1NC(=O)c1ccco1 (centres undefined)	-9%	-22
CC1CCN(CCc2nc3cc(NS(=O)(=O)c4ccccc4)ccc3n2C)CC1	9%	-17
C=CCNc1cnn(CC(C)=O)c(=O)c1Br	?	.
Cc1ccc(-n2cc(C(=O)c3ccc(N4CCN(C)CC4)cc3)nn2)cc1Cl	22%[9.22 µM]	15
CCN(CC)c1ccc(C(=O)OCC(=O)N2CCCC2)cc1	i	18
Cc1[nH]c2ccccc2c1C1(O)C(=O)N(Cc2ccc3c(c2)OCO3)c2ccccc21 (centres undefined)	?	.
CC(=O)CSc1nnc(Cc2ccc([N+](=O)[O-])cc2)o1	-4%	-4
COc1cccc(NC(=O)CN(C)S(=O)(=O)c2ccc3[nH]c(=O)oc3c2)c1	?	.
COc1ccc(NC(=O)CCNS(=O)(=O)c2ccccc2F)cc1S(N)(=O)=O	?	.
Cn1c(/C=C/c2cccc([N+](=O)[O-])c2)nc2ccccc2c1=O	-27%	-4
Cn1nnnc1SCc1nnc(-c2ccccc2Br)o1	?	.
OCCC1CN(C2CCN(c3ccccc3)CC2)CCN1Cc1ccc(F)c(F)c1 (centres undefined)	2%	-12
Cc1cc(C(=O)N(CCC#N)Cc2cccs2)no1	13%	2
Cc1nn(Cc2ccccc2Cl)c2sc(C(=O)Nc3nccs3)cc12	?	.
Cc1cc(C)cc(NC(=O)C(c2ccccc2)N2CCN(CC(=O)NC3CC3)CC2)c1 (centres undefined)	-2%	-19
CCOc1ccc(/C=N/NC(=O)C2CC2)cc1OC	?	.
Brc1ccc(CN2CCSCC2)cc1	?	.
CCCc1ccc(OCCNC(=O)C2CCCCC2)cc1	11%	-7
CCc1ccc(NC(=O)c2cc(-c3ccco3)on2)cc1	-8%	-12
CC(C)Cn1c2c(c(O)c(C(=O)Nc3ccc(F)cc3)c1=O)CCCC2	9%	1
Cc1ccc(CNc2ncnc3c2cnn3-c2ccccc2)cc1	-3%	-13
CCN(C(=O)CCN1C(=O)/C(=C/c2ccccc2)SC1=S)C1CCS(=O)(=O)C1 (centres undefined)	18µM*	-2.8*

Compound activity (PubChem)

These rows are one share of the data; count on the stated rates, not on these rows.
